HT1080 IDH1KD tx: kills HT-1080 cells with IDH1 knockdown; AID 686971; HT-1080 IDH1 knockdown viability, ATP luminescence, 48 h; actives 2% (n = 360,000); Potency, µM (doses to about 46.1 µM), for the others: at the top dose activity, negative = toxicity, most hits filed as cytotoxic;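 also: potency is read from the fitted curve at half-maximal effect; 0% = DMSO wells and -100% = cell-free medium wells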
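Assay cells: HT-1080 with IDH1 knockdown, 750 per well, RPMI/5% FBS. Exposure: 48 h at 37 °C following 2 h pre-incubation. Read: CellTiter-Glo luminescence; fitted concentration-response, curve class assigned.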
ATXN2 expr inh: inhibitors of ATXN2 expression | HEK-293 ATXN2-luciferase reporter, luminescence, 24 h | Potency, µM (top dose mostly 57 µM), inactives show at the highest dose activity change, negative = inhibition, actives largely listed as inhibitors | actives 0.72% (n = 360,000) | AID 1745845; also: potency is read from the fitted curve at half-maximal effect; % is scaled to controls: 0 for no effect and ±100 for the full control effect; nearly all actives have a fitted effect of over 55% in size
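qHTS (up to 57 uM final) was run with 24 h compound exposure of reporter cells at 37 °C. Each well was multiplexed: SteadyGlo luminescence measured ATXN2-luciferase expression after a fluorogenic Gly-Phe-AFC viability readout (25 uM final).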
HepG2 tox: counter-screen for TGF-b inhibitors: cytotoxicity in HepG2 cells. HepG2 CAGA-GFP viability, ATP luminescence, 18 h. Potency, µM (top dose mostly 46.1 µM), for the others: top-dose activity change, negative = cytotoxicity, hits mostly cytotoxic. actives 0.76% (n = 410,000). AID 588856; also: potency is read from the fitted curve at half-maximal effect; some results filed as inactive show a strong effect at the top dose
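CellTiter-Glo luminescence gave cytotoxicity after 18 hours at 37 degrees C. The cells were HepG2 CAGA-GFP in 1% FBS DMEM, stimulated with 500 pg/mL TGF-beta after compound addition. %Activity was normalised to no-cell wells (complete cell-killing) and DMSO (no toxicity), and curves were fitted and classified.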
ATXN viability: cell viability loss in ATXN counter-screen. S2 cells (HEK-293 line with an ATXN2-luciferase reporter) viability, CellTiter-Fluor protease fluorescence, 24 h. Potency, µM (titrated, usually from 56.7 µM), most hits filed as cytotoxic. actives 0.49% (n = 400,000); also: potency is read from the fitted curve at half-maximal effect; nearly all actives have a fitted effect of over 40% in size
SW480 rereplic: DNA re-replication induction in SW480 cells | SW480 DNA re-replication, Hoechst DNA content imaging, 48 h | Potency, µM (series often up to 46.1 µM), without a hit: at the top dose re-replication activation, actives largely listed as activators | actives 1.8% (n = 340,000) | AID 624297; also: potency is read from the fitted curve at half-maximal effect; % of control where 0% means no effect; nearly all actives have a fitted effect of over 55% in size
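Quantitative HTS format with DMSO vehicle controls; 48 hr drug incubation at 37 C, then 40 min Hoechst staining and scanning imager measurement at 405 nm excitation.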
HT1080-NT tox: kills 2HG-producing HT-1080-NT fibrosarcoma cells; HT-1080-NT fibrosarcoma viability, CellTiter-Glo ATP luminescence, 48 h; Potency, µM (titrated, usually from 46.1 µM), for the others: at the highest dose activity, negative = less viability, usual class: cytotoxic; actives 1.6% (n = 360,000);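 also: NT is the 2HG producing partner of a matched IDH1 knockdown line; potency is read from the fitted curve at half-maximal effect; 0% = DMSO-treated cells and -100% = media-only wells without cells; nearly all actives have a fitted effect of over 55% in size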
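Toxicity toward the 2HG-producing NT line was scored as %Activity, normalised to DMSO and no-cell wells, from CellTiter-Glo luminescence after 48 hours' treatment.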
KB-3-1 tox: KB-3-1 parental cell cytotoxicity. KB-3-1 viability, CellTiter-Glo ATP luminescence, 72 h. Potency, µM (highest dose often 46.1 µM), for inactives: at the highest dose activity change, negative = cytotoxic, hits mostly cytotoxic. actives 1.4% (n = 400,000); also: potency is read from the fitted curve at half-maximal effect; % is scaled to controls: 0 for no effect and ±100 for the full control effect; nearly all actives have a fitted effect of over 60% in size
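Parental KB-3-1 viability, qHTS format: 72 h compound exposure, 37 °C; CellTiter-Glo; media-only wells and DMSO plates as controls; concentration-effect fits on corrected data.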
MCF10A rerep: induces DNA re-replication in MCF 10a normal breast cells | MCF 10A DNA re-replication, Hoechst nuclear intensity, 48 h | Potency, µM (series often up to 46.1 µM), for inactives: top-dose activity, positive = re-replication, hits mostly activators | actives 2.9% (n = 350,000); also: potency is read from the fitted curve at half-maximal effect; % of control where 0% means no effect; nearly all actives have a fitted effect of over 50% in size
IL-1B inflam inh: blocks inflammasome-driven IL-1 beta release; THP-1 LPS/ATP IL-1B secretion, AlphaLISA, 16 h; hits give low values; activity change, % at 57.5 µM; actives 4.7% (n = 360,000); in the data active = activity change below about -50%; inconclusive = mostly about -30% to -49%; also: % is scaled to controls: 0 for no effect and ±100 for the full control effect
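Secreted IL-1B measured by AlphaLISA bead assay after 16 h compound exposure of THP-1 cells; compounds (final up to 57.5 uM) added 1 h before LPS (250 ng/mL) and ATP (1.25 mM) stimulation; lower signal means less secretion.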
The depositor's hits bear a star; i = inactive; ? = inconclusive; / = not tested or not shown; [ ] = another dose, or the depositor's remark. Unless noted, calls follow the shape of the dose curve; as a rule, active = well fitted curve in the direction sought with a large enough effect; inconclusive = small, poorly fitted or top-dose-only effect, or another doubt; inactive = no such curve, though single readings can be large; an effect the other way counts as inactive or inconclusive.

SMILES	HT1080 IDH1KD tx	ATXN2 expr inh	HepG2 tox	ATXN viability	SW480 rereplic	HT1080-NT tox	KB-3-1 tox	MCF10A rerep	IL-1B inflam inh
O=C(c1ccc(Cl)c(S(=O)(=O)NCc2cccnc2)c1)N1CCCC1	-2.0%	/	-2.1%	i	0.8%	-6.3%	-10.5%	7.7%	-5.8
COC(=O)N/N=C(\C)c1ccc2ccccc2c1OC(F)F	2.2%	/	-13.6%	i	4.4%	-0.2%	2.9%	0.6%	5.5
O=C(Nc1ccc(Cl)c(C(F)(F)F)c1)c1cc2nc(-c3ccc4c(c3)OCO4)cc(C(F)(F)F)n2n1	/	13.3%	7.2%	i	/	/	10.7%	/	/
Cc1ccc(C(=O)NCC(=O)OCC(=O)c2ccc(C)c([N+](=O)[O-])c2)cc1	6.2%	3.7%	-3.3%	i	-12.1%	6.8%	-1.3%	1.2%	21.5
CCOC(=O)C1CCCN(C(=O)c2ccc(F)c(Cl)c2)CC1 (configuration not stated)	14.9%	0.2%	2.6%	i	/	15.7%	1.9%	/	28.9
CCc1nnc(NS(=O)(=O)c2ccc(NC(=O)c3cc(Cl)ccc3OC)cc2)s1	0.7%	16.5%	4.6%	i	-6.4%	4.9%	2.1%	-1.5%	33.4
CC(C)(C)C(=O)COC(=O)c1cc(-c2cccnc2)nc2ccccc12	0.3%	-8.9%	-9.6%	?	-30.4%[inhibitor]	-0.2%	-5.4%	?	1.8
CN1CCN(c2ccc(NC(=O)c3ccc(Cl)cc3Cl)cc2)CC1	18.7%	6.6%	0.8%	i	-8.0%	9.1%	-4.7%	12.6%	0.0
CC1Cc2ccccc2N1S(=O)(=O)c1cccs1 (configuration not stated)	-11.3%	-11.7%	2.1%	i	-3.6%	0.7%	2.0%	19.6%	0.0
O=C1c2cccc3c(N4CCCCC4)ccc(c23)C(=O)N1c1ccc(O)cc1	-15.9%	18.4%	14.8%	/	11.6µM*	1.4%	-29.8%	5.8µM*	-4.3
Cc1cc(NCCO)nc(N2CCOCC2)n1	12.4%	-2.5%	1.2%	i	-1.5%	9.7%	13.4%	3.0%	2.6
O=C(COC(=O)c1c2c(nc3ccccc13)CCCC2)c1ccc(Br)s1	?	-12.2%	-15.8%	i	-0.7%	?	?	?	8.6
Cc1cc(C)cc(N(C(=O)c2snc(C(N)=O)c2N)C(C(=O)NCC2CCCO2)c2ccc(C)o2)c1 (configuration not stated)	-7.0%	-9.9%	1.9%	i	?	-7.8%	-1.9%	?	-51.0*
COCCNC(=O)C1CCCN(Cc2ccc(C(C)C)cc2)CC1 (configuration not stated)	?	8.7%	-10.2%	i	/	8.9%	0.0%	/	19.0
COc1ccc(OC)c(NC(=O)c2cc3cc(C)ccc3n2C)c1	/	4.6%	-22.7%	i	/	/	-1.4%	/	/
CC(c1ccccn1)N(C)C(=O)c1ccc2nc(Cc3cccc(Cl)c3)oc2c1 (configuration not stated)	-1.4%	43.1%[activator]	-17.4%	i	-3.2%	-6.9%	-14.4%	1.7%	-19.4
O=C1CSC(c2ccccn2)N1c1ccc(C(F)(F)F)cc1 (configuration not stated)	0.1%	3.2%	0.3%	i	1.1%	4.5%	-13.7%	15.5%	59.9
CCCCN(CCCC)C(=S)NC(=O)c1ccccc1Cl	-9.2%	-3.7%	-14.9%	i	21.6%	5.9%	-3.7%	0.1%	8.7
COc1ccc(/C=N/NC(=O)c2ccccc2OC)cc1COc1ccccc1[N+](=O)[O-]	?	?	-17.4%	?	?	?	-21.1%	?	-10.8
O=C(OCc1cc2ccccc2[nH]c1=O)C1CCCO1 (configuration not stated)	4.8%	1.2%	-1.9%	i	-0.7%	2.1%	0.5%	-8.0%	12.5
Cc1c(C(=O)NCCCN2CCCCC2)oc2ccc3c(c12)C(O)CC1(CCCCC1)O3 (configuration not stated)	3.1%	/	1.1%	i	7.6%	1.7%	?	?	-3.6
CC[C@@H]1C/C=C\Cc2ccccc2[C@@H](C(=O)C[C@@H](O)CC(C)=O)OC1=O	3.6%	4.5%	-1.7%	i	?	6.8%	16.2%	-1.2%	0.4
C[C@H]1CN([C@@H](C)CO)C(=O)c2cccc(NC(=O)Nc3ccc(C(F)(F)F)cc3)c2O[C@@H]1CN(C)S(=O)(=O)c1ccc(Cl)cc1	25.9µM*	?	-87.7%	/	?	?	?	?	?
Cc1c(Br)c(C(F)(F)F)nn1CC(=O)NCc1ccco1	10.2%	-20.0%	-4.5%	/	-28.0%	1.9%	12.5%	-12.6%	0.0
S=C1SC2(CCCCCC2)NC2=C1CCCCC2	1.9%	/	-33.5%	/	/	0.3%	?	/	14.4

Pulled by compound from the entries so far:
SMILES	HT1080 IDH1KD tx	ATXN2 expr inh	HepG2 tox	ATXN viability	SW480 rereplic	HT1080-NT tox	KB-3-1 tox	MCF10A rerep	IL-1B inflam inh
S=C1SC2(CCCCCC2)NC2=C1CCCCC2	1.9%	/	-33.5%	/	/	0.3%	?	/	14.4
COc1ccc(/C=N/NC(=O)c2ccccc2OC)cc1COc1ccccc1[N+](=O)[O-]	?	?	-17.4%	?	?	?	-21.1%	?	-10.8

Next compounds.
SMILES	HT1080 IDH1KD tx	ATXN2 expr inh	HepG2 tox	ATXN viability	SW480 rereplic	HT1080-NT tox	KB-3-1 tox	MCF10A rerep	IL-1B inflam inh
CCOn1c(SCC)nc2ccccc2c1=O	-5.4%	-3.7%	-14.9%	?	0.2%	13.2%	-14.9%	6.8%	-3.1
O=C(O)C1=C[C@H](c2ccc(F)cc2)C[C@H](OCc2ccc(CO)cc2)O1	6.6%	6.4%	4.2%	i	-8.6%	-18.7%	19.8%	-8.5%	19.3
CCOc1ccc(CCNC(=O)c2nnc(Cc3cc(OC)c(OC)c(OC)c3)o2)cc1OCC	/	7.4%	-49.0%	i	/	/	3.6%	/	/
COc1ccc(NC2c3ncccc3C(=O)N2Cc2ccccc2)c(OC)c1 (configuration not stated)	-2.0%	0.5%	-29.8%	i	-1.0%	4.5%	-15.2%	-7.5%	-12.4
Cc1ccc(OCC(=O)Nc2cnn(CCCC(=O)O)c2)c([N+](=O)[O-])c1	10.6%	0.6%	-1.3%	i	-19.6%	-4.0%	-0.6%	-0.3%	1.8
C#CCOC(=O)/C(=C/C=C/c1ccccc1)NC(=O)c1ccccc1	8.4%	1.8%	-3.5%	i	1.0%	-3.0%	-2.6%	4.5%	11.1
Clc1nc2c(-c3ccccc3)nnn2c2ccccc12	-26.4%	/	-14.9%	?	?	-17.2%	?	3.66µM*	-84.4*
CCOC(=O)C1CCN(C(=O)c2ccc3c(=O)n4c(nc3c2)CCCCC4)CC1	15.8%	5.1%	6.4%	i	-9.7%	9.2%	28.6%	?	6.0
O/N=C1\CCCc2nnc3c(c21)CCCC3	8.4%	-2.2%	1.8%	?	2.7%	14.8%	10.5%	0.6%	-0.9
CCC1CCCCN1CCCNC(=O)C1CCC(Cn2c(=O)[nH]c3ccccc3c2=O)CC1 (configuration not stated)	-11.2%	/	-18.6%	/	-2.6%	-3.7%	-7.3%	-1.5%	-6.0
CN(CCO)c1ncnc2c1sc1nc(N3CCOCC3)c3c(c12)CCC3	16.2%	/	6.3%	i	-33.5%[inhibitor]	-5.6%	?	0.7%	-22.7
COc1ccc2sc(NC(=O)NC(=O)c3c(Cl)cccc3Cl)nc2c1	-11.2%	21.5%	-3.8%	i	2.8%[9.22 µM]	-3.3%	-8.2%	?	-88.5*
O=C(NC1CC1)C1=C[C@@H](c2c[nH]c3ccccc23)C[C@@H](OCc2ccc(CO)cc2)O1	2.6%	1.9%	-8.7%	i	-1.2%	0.9%	1.5%	12.6%	21.6
O=C1NC(Cc2ccc(O)cc2)c2nc3cc(F)ccc3c(=O)n2-c2ncccc21 (configuration not stated)	-0.1%	-4.9%	1.5%	i	/	-14.7%	7.2%	/	5.1
C/C(=N\NC(=O)Cn1cc([N+](=O)[O-])cn1)c1ccco1	12.0%	9.5%	-21.7%	i	-11.5%	5.6%	3.8%	-6.3%	8.8
C[C@H](CO)N1C[C@H](C)[C@@H](CN(C)S(=O)(=O)c2ccccc2)Oc2c(NC(=O)Nc3ccc(C(F)(F)F)cc3)cccc2C1=O	?	?	-28.6%	?	1.3%	?	?	?	?
CCCC(=O)Nc1cc(C(=O)O)ccc1S(=O)(=O)c1ccc(Cl)cc1	8.3%	0.2%	0.3%	i	-5.5%	9.8%	12.3%	-34.0%[inhibitor]	8.6

Structures above that bear a hit mark in SW480 rereplic.
molecule	SW480 rereplic	IL-1B inflam inh
O=C1c2cccc3c(N4CCCCC4)ccc(c23)C(=O)N1c1ccc(O)cc1	11.6µM*	-4.3

An excerpt from above in order of count of non-hydrogen atoms, lowest first:
SMILES	HT1080 IDH1KD tx	ATXN2 expr inh	HepG2 tox	ATXN viability	SW480 rereplic	HT1080-NT tox	KB-3-1 tox	MCF10A rerep	IL-1B inflam inh
CCCC(=O)Nc1cc(C(=O)O)ccc1S(=O)(=O)c1ccc(Cl)cc1	8.3%	0.2%	0.3%	i	-5.5%	9.8%	12.3%	-34.0%[inhibitor]	8.6
O=C(O)C1=C[C@H](c2ccc(F)cc2)C[C@H](OCc2ccc(CO)cc2)O1	6.6%	6.4%	4.2%	i	-8.6%	-18.7%	19.8%	-8.5%	19.3
C[C@H](CO)N1C[C@H](C)[C@@H](CN(C)S(=O)(=O)c2ccccc2)Oc2c(NC(=O)Nc3ccc(C(F)(F)F)cc3)cccc2C1=O	?	?	-28.6%	?	1.3%	?	?	?	?

From PubChem
